Screens deposited in PubChem BioAssay by several laboratories.
TcdB GH inh: TcdB glycohydrolase inhibition | P18177 | TcdB glycohydrolase enzymatic assay, plate reader | inhibition, % at 9.99 µM | 350,000 compounds, 0.24% hits | AID 652162; in the data active means inhibition above about 10%
SSB-PriA inh: blocks PriA binding to SSB C-terminal tail. AlphaScreen SSBct-PriA binding, biotinylated peptide. inhibition, % at 33 µM. 430,000 compounds, 0.6% hits; in the data active means inhibition mostly above about 37%, no sharp cut-off; inactive means mostly below about 20%;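 further: plate controls were negative control peptide for no effect and reference peptide for full effect; strong numbers were not always called active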
Vc quorum ag: induces V. cholerae light production without autoinducers. V. cholerae BH1578 lux reporter, luminescence, 6 h. 350,000 compounds, 0.16% hits. activation, % at 18.7 µM; in the data active means activation mostly above about 9.7%, no sharp cut-off; inconclusive means no clear call, values can overlap the other calls; inactive means mostly below about 3.7%; further: not every result past the cut was called active; inactives centre near 0; reference of the scale not given here
PrPC TRFRET: inhibitors of human cell surface prion protein PrPC; inhibition, % at 13.8 µM; TR-FRET read-out; 370,000 compounds, 0.43% hits; AID 720596; in the data active means inhibition above about 24%; further: 0% = median of the test wells and 100% = reference compound wells
SARS 3CLpro inh: SARS-CoV 3CLpro protease inhibition; P0C6X7; recombinant SARS-CoV 3CLpro, quenched FRET peptide cleavage; inhibition, % at 6 µM; 290,000 compounds, 0.14% hits; in the data active means inhibition above about 12%
Y pestis TopoI: Y. pestis Topo-I inhibition via cleavage products | 360,000 compounds, 0.064% hits | Y. pestis Topo-I cleavage product accumulation, plate reader | activity, % at 10 µM; in the data active means activity above about 50%, passing the limit was not always enough; inconclusive means no clear call, values can overlap the other calls; further: inactives centre near 2
BoNT A protease: BoNT A light chain protease inhibition. multiplex microsphere protease substrate cleavage, flow cytometry. inhibition, % at 10 µM. 360,000 compounds, 0.17% hits. AID 588499; further: plate controls were buffer without enzyme for full effect and enzyme alone for no effect
Anthrax LF inh2: anthrax lethal factor protease inhibition. P15917. multiplex microsphere protease cleavage assay, LF. inhibition, % at 10 µM. 360,000 compounds, 0.12% hits. AID 588501; further: plate controls were buffer without enzyme for full effect and enzyme alone for no effect
Target sequence (P15917 whole entry, looked up): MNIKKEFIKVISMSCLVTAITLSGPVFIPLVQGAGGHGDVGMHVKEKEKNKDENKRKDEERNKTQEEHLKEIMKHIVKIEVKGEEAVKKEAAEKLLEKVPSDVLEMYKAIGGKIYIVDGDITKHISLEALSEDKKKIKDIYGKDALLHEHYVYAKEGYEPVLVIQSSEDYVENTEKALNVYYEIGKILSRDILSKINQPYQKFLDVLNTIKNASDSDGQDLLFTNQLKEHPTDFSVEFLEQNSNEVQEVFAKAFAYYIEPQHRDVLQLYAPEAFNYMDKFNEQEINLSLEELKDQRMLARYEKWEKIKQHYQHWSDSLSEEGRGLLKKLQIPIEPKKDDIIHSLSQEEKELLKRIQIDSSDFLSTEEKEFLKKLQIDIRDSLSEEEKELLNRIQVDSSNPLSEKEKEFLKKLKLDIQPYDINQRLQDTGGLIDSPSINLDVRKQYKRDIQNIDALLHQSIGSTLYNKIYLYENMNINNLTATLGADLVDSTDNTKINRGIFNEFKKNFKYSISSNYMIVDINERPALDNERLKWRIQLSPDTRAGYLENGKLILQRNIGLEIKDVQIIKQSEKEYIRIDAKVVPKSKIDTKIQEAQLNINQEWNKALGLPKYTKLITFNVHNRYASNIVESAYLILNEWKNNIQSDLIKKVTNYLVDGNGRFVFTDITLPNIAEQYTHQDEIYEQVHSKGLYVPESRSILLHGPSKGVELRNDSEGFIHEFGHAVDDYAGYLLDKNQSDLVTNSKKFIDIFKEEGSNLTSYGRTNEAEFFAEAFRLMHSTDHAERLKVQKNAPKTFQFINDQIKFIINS
PfHsp40 rescue: compounds rescuing yeast from Plasmodium falciparum HSP40 toxicity; AID 504582; 340,000 compounds, 0.68% hits; S. cerevisiae expressing PfHsp40, growth rescue, ATP luminescence; growth rescue, % at 12.5 µM; in the data active means growth rescue above about 28%, passing the limit was not always enough; inconclusive means no clear call, values can overlap the other calls;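 further: yeast W303a lacking pdr1 and pdr3 grown in galactose medium; growth measured after three days at 30 °C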
An asterisk follows results filed as active; i = inactive; ? = inconclusive; / = no result given; & = joins results of further samples. Unless noted, no stated cut-off is given here; in the data, active means inhibition above about 30%; inconclusive means no clear call, values can overlap the other calls; inactive means below that. This is a subset; rates above refer to the full screens.

SMILES	TcdB GH inh	SSB-PriA inh	Vc quorum ag	PrPC TRFRET	SARS 3CLpro inh	Y pestis TopoI	BoNT A protease	Anthrax LF inh2	PfHsp40 rescue
COc1ccc(/C=N\NC(=O)CNC(=O)C2COc3ccccc3O2)cc1[N+](=O)[O-] (stereo not given)	0.7	/	-5.3	-11	6	-1	-0.4	-1	-1.3
CCOc1ccc(NC(=O)c2ccc(CN3CCc4ccccc4C3)cc2)cc1	-0.3	-1	-0.1	6	1	4	-1.7	15	-1.0
COCc1cc(C)nc2sc(C(=O)Nc3ccccc3C)c(N)c12	1.6	-12	-1.6	-5	5	15	-4.5	18	1.9
CCOC(=O)CCCCCC(=O)Nc1ccc2c(c1)C(=O)N([C@H](C)CO)C[C@H](C)[C@@H](CN(C)C(=O)Nc1ccc(OC)cc1)O2	/	-6	i	/	/	24	-0.5	-1	-0.4
CCN1C(C#N)=C(C#N)N=C(C)CC1(C)C	2.1	-1	i	-5	-2	-4	-0.4	-2	1.3
C[C@@H]1Cn2cnc(C(=O)N[C@@H](C)C(=O)OC(C)(C)C)c2C(=O)N1	0.6	/	0.1	-1	/	4	-0.3	0	/
OC[C@H]1O[C@@H](c2nc(-c3nc(-c4ccc(F)cc4)no3)cs2)[C@H](O)[C@@H]1O	1.1	/	-0.3	3	/	2	-0.2	-3	/
O=C(/C=C/c1ccc(S(=O)(=O)N2CCOCC2)cc1)N1CCN(c2ccccc2)CC1	1.0	-13	/	0	-1	5	0.6	-4	-1.9
Cc1ccc(C(=O)NCC(=O)OCC(=O)NCCNC(=O)COC(=O)CNC(=O)c2ccc(C)cc2)cc1	-1.7	-1	0.7	3	/	-8	1.1	-3	/
COCCNc1nnc(Cc2ccc(OC)c(OC)c2)c(=O)[nH]1	0.6	-1	i	-4	4	1	-2.5	11	0.3
Nc1n[nH]c(-c2ccccc2)c1-c1ccccc1	0.3	-5	-3.1	-3	-2	-3	-0.3	-2	-0.4
CCOc1ccccc1NC(=O)c1ccc(NC(=O)C2CCCO2)cc1 (stereo not given)	0.5	-7	-0.8	2	1	3	1.2	0	-1.2
Cc1ccc(Cn2c(C)c3cnn(CC(=O)NCc4ccccn4)c(=O)c3c2C)cc1	1.5	-3	-0.2	4	-2	21	-0.3	-6	-0.2
COc1ccc(OCc2cccc(C(=O)N3CCCC3)c2)cc1	/	-15	i	5	-2	-1	-0.5	2	0.7
Cc1c(C(=O)N(Cc2ccc(F)cc2)C2CCS(=O)(=O)C2)oc2ccccc12 (stereo not given)	0.4	6	i	0	2	7	-0.8	0	0.7
Cc1oc(-c2ccccc2Cl)nc1CS(=O)CC(=O)NCc1ccco1 (stereo not given)	2.2	2	-0.3	-4	-1	7	0.7	-1	-0.5
Cc1cc(/C=C2/C(=N)N3C(c4ccccc4)=CSC3=NC2=O)c(C)n1-c1ccccc1	/	0	-0.6	-2	2	-8	-0.2	1	-0.7
COCCn1c(SCc2nnc(-c3ccccc3)o2)nc2sc3c(c2c1=O)CCC3	/	-11	-0.2	-1	3	-5	0.7	6	-1.5
CC1NC(=O)N(C)C2NC(=O)N(C)C(c3ccccc3)C12 (stereo not given)	/	-11	/	10	1	1	0.2	-2	-0.4
COc1ccc(NC(=S)NC(=O)c2csnn2)cc1	1.3	-4	-0.8	4	2	8	-0.2	2	1.3
Clc1ccc(-c2nnnn2-c2ccc(Cl)cc2)cc1	0.8	-11	-0.4	1	2	1	/	/	-0.1
CC(=O)Nc1ccc(S(=O)(=O)Nc2cccc(-n3cnnn3)c2)cc1	-0.1	-12	4.2	-1	3	-12	-1.3	-2	16
O=C(COC(=O)CNC(=O)c1cccs1)Nc1ccc(C(F)(F)F)cc1[N+](=O)[O-]	-1.1	0	-0.3	-26	/	6	2.4	3	-0.7
COC(=O)C1=C(N)Oc2cc(C)n(Cc3cccnc3)c(=O)c2C1c1cccc(OC)c1OC (stereo not given)	/	-13	1.8	8	1	-14	-0.9	-9	0.6
COC(=O)CSc1nc2sccc2c(=O)n1-c1ccccc1	1.2	-3	i	-3	2	0	-0.9	-3	-0.1

Next compounds follow.
SMILES	TcdB GH inh	SSB-PriA inh	Vc quorum ag	PrPC TRFRET	SARS 3CLpro inh	Y pestis TopoI	BoNT A protease	Anthrax LF inh2	PfHsp40 rescue
CCCN(C)C[C@@H]1OCCCC[C@@H](C)Oc2ccc(NC(=O)c3ccccc3)cc2C(=O)N([C@H](C)CO)C[C@@H]1C	0.3&-0.9&0.1	/	/	-7	/	/	-0.5	-13	/
O=C(CSc1nnc(COc2cccc3cccnc23)o1)N1CCCC1	0.7	6	2.4	-8	-2	0	-0.4	-2	0.1
O=C(Nc1sc2c(c1C(=O)c1ccc(Cl)cc1)CCCC2)c1cccnc1	/	26	-0.2	-1	5	-1	?	?	-0.6
Cc1ccc(C(=O)COC(=O)CCCC(=O)Nc2cc(C(F)(F)F)ccc2Cl)cc1C	/	-1	-0.1	-2	-3	20	-0.6	1	6.3
Cc1nn(-c2ccccc2)c(Cl)c1C(=O)Nc1ccc(N2CCOCC2)cc1	-14	6	-0.4	2	4	-7	-0.5	-6	-0.3
CCC(=O)OC1(C)C(=O)C=C2C=C(CCCC(=O)OC)OC=C2C1=O (stereo not given)	-2.2	7	-2.8	-3	/	18	0.8	-12	-0.4
CCn1c(=N)c(S(=O)(=O)c2ccccc2)cc2c(=O)n3ccccc3nc21	0.1	-2	i	-9	-3	-9	0.6	-3	-0.7
O=C(Nc1cccnc1)C12CC3CC(CC(C3)C1)C2	1.8	6	-0.8	0	2	3	-0.2	1	-1.4
COc1cccc(NC(=O)Cc2nc(-c3ccccc3)sc2-c2ccc(C)cc2)c1	0.3	-1	6.7	1	-1	-4	10	4	1.3
CCOc1nc(-c2ccc(Cl)cc2)nc2ccccc12	/	-5	-0.6	-1	0	-4	-0.3	-1	-1.5
CCOC(=O)CNc1c(-c2ccc(O)cc2)nc2ccc(Cl)cn12	/	6	-0.4	3	-9	4	-0.9	-6	0.4
Cc1ccc(C(=O)NC(C)c2ccc(-n3ccnc3)cc2)o1 (stereo not given)	0.0	5	i	-2	/	2	0.9	2	1.5
Cc1c(C(=O)N/N=C/c2ccc(Cl)cc2)[nH]c2ccc(Cl)cc12	0.9	/	i	5	-5	4	-0.3	3	-0.3
O=C(CSc1nc2c(c(C(F)(F)F)n1)CCc1ccccc1-2)NCc1ccco1	/	-9	i	-10	-2	4	-1.2	-6	?
Cc1noc(C)c1S(=O)(=O)N1CCCC1C(=O)NC(C)(C)C (stereo not given)	1.3	-8	i	-4	-5	3	-2.6	-1	-1.3
COc1ccc(C(C)(C)C)cc1NC(=O)CCc1c(C)noc1C	0.6	21	i	0	/	4	0.6	0	1.2
O=C(Nc1ccc(-c2cscn2)cc1)C1CCCN(Cc2ccccc2)C1 (stereo not given)	0.8	12	2.4	1	-2	8	-4.2	-3	0.8
CC(=O)Nc1ccc(C(O)(C(F)(F)F)C(F)(F)F)cc1	0.1	-2	0.0	2	2	-6	0.2	0	0.3
Cc1cc(C)nc(NS(=O)(=O)c2ccccc2)n1	/	-10	i	-4	2	-1	0.7	2	1.7
Cc1ccc(SCC(=O)OCC(=O)NCCc2ccc(S(N)(=O)=O)cc2)c(C)c1	1.6	-11	i	-6	/	11	-0.4	0	9.5
CCOC(=O)C(=O)Cc1cccnn1	-0.9	0	i	11	/	1	-2.1	-15	-0.7
CC(C)N(C(=O)[C@H]1C[C@H](CC(=O)NCCC2=CCCCC2)C(=O)N2CCc3c([nH]c4ccc(Cl)cc34)[C@]12C)C(C)C	1.6	-8	i	-7	/	17	-0.1	3	0.5
Cn1c(=O)c2sccc2n2c(CCCC(=O)NCc3ccc(F)cc3)nnc12	1.8	-14	-0.3	-3	0	1	-1.5	-5	-0.5
CC(C)n1c(SCC(=O)Nc2ccccc2)nc2c1c(=O)n(C)c(=O)n2C	/	-14	-0.4	14	1	1	-0.2	-2	-0.1
COc1ccc(C(=O)NCCS(=O)(=O)NCc2ccccc2)cc1	1.7	-16	-1.4	2	/	-8	0.1	-4	-1.5

(list continues)
SMILES	TcdB GH inh	SSB-PriA inh	Vc quorum ag	PrPC TRFRET	SARS 3CLpro inh	Y pestis TopoI	BoNT A protease	Anthrax LF inh2	PfHsp40 rescue
Cn1c(O)c(C=NCc2cccs2)c(=O)n(C)c1=O	0.7	-9	1.6	10	-2	5	0.3	-2	-2.6
O=C(OCn1nnc2ccccc2c1=O)c1cc2ccccc2o1	13*	-11	-0.1	-4	/	3	-0.7	-1	-2.0
CCCCNC(=O)OCC(CC)NC(=O)OCC(C)C (stereo not given)	/	-6	-2.5	-5	-5	-4	-0.4	0	0.1
O=C(c1ccccc1)C1CCN(CC(=O)N2CCN(c3ccccc3)CC2)CC1	-2.0	10	-1.3	16	0	5	0.0	-6	3.9
CC1(C)NC(=O)N(CCOc2cccc(Oc3ccccc3)c2)C1=O	1.7	-10	-5.6	-1	1	4	-1.0	-6	0.7
FC(F)(F)c1nc(NCc2cccnc2)c2ccccc2n1	1.2	8	0.7	9	2	2	2.1	-19	-0.2
OC(c1ccccc1)(c1nc(-c2ccccc2)cs1)C(F)(F)F (stereo not given)	2.8	/	-0.6	3	/	-5	-0.2	-8	/
CCOC(=O)C1(Cc2ccc(OC)cc2)CCN(C(=O)c2ccc3[nH]ccc3c2)CC1	0.5	-8	i	11	0	16	-1.3	-5	-0.7
O=c1[nH]cc(C(F)(F)F)cc1NS(=O)(=O)c1ccc([N+](=O)[O-])cc1	7.2	-12	-0.3	-7	3	17	0.1	-3	0.0
Cc1nc2ccccc2c2oc(C(=O)NCCN3CCN(C)CC3)cc12	2.1	5	-0.1	-1	-4	-13	0.1	-4	0.4
CCOC(=O)CSc1nnc([C@@H](NC(=O)OC(C)(C)C)C(C)C)o1	/	-5	i	-5	-2	-9	0.3	-3	-0.4
Cc1ccccc1NC(=O)C1CCCN(C(=O)Nc2ccc(F)cc2)C1 (stereo not given)	1.1	-9	-0.2	-4	-3	-1	0.9	-1	0.2
O=C(O)C(Cc1c[nH]c2ccccc12)NS(=O)(=O)c1ccc(Cl)c(C(F)(F)F)c1 (stereo not given)	2.1	-19	i	-1	2	1	-1.2	4	-0.7
S=c1nc(-c2ccccc2)[nH]n1-c1ccccc1	/	-8	5.3	1	0	-5	-5.2	-3	12
CC(=O)N1CCCN(C(=O)c2ccc3nc(Cc4ccccc4F)oc3c2)CC1	1.4	-10	i	-6	2	3	-2.2	-3	0.3
C=C(C)C(=O)N1CC2(CC(c3cccc(NC(=O)/C=C\C)c3)=NO2)C[C@H]1C(N)=O (stereo not given in full)	1.2	-4	-10	-5	/	0	-0.2	1	0.0
CC(=O)NC1=C(N(C)C2CCS(=O)(=O)C2)C(=O)c2ccccc2C1=O (stereo not given)	-4.0	17	-0.1	-55	0	-2	-0.1	0	-0.6
CC(C)(C)OC(=O)N1CCCC1C(=O)N1CCc2ccccc21 (stereo not given)	/	-4	-3.6	1	1	-1	?	-25	-0.9
CCc1ccc2c(c1)C(O)(CC(=O)c1cccs1)C(=O)N2 (stereo not given)	2.0	-3	i	-5	3	-10	-0.3	-2	2.0
O=C(NCCC1=CCCCC1)c1cc2ccccc2oc1=O	0.2	-5	0.0	-6	1	-2	-1.2	-2	-0.8
O=S(=O)(NCc1ccccc1Cl)c1cccs1	1.6	-16	-2.0	11	-2	-9	-1.1	-13	-0.5

Record cards, as listed above.
Entry for O=C(c1ccccc1)C1CCN(CC(=O)N2CCN(c3ccccc3)CC2)CC1 : TcdB GH inh: -2.0; SSB-PriA inh: 10; Vc quorum ag: -1.3; PrPC TRFRET: 16; SARS 3CLpro inh: 0; Y pestis TopoI: 5; BoNT A protease: 0.0; Anthrax LF inh2: -6; PfHsp40 rescue: 3.9
Entry for CCCCNC(=O)OCC(CC)NC(=O)OCC(C)C (stereo not given) : TcdB GH inh: /; SSB-PriA inh: -6; Vc quorum ag: -2.5; PrPC TRFRET: -5; SARS 3CLpro inh: -5; Y pestis TopoI: -4; BoNT A protease: -0.4; Anthrax LF inh2: 0; PfHsp40 rescue: 0.1
Entry for FC(F)(F)c1nc(NCc2cccnc2)c2ccccc2n1 : TcdB GH inh: 1.2; SSB-PriA inh: 8; Vc quorum ag: 0.7; PrPC TRFRET: 9; SARS 3CLpro inh: 2; Y pestis TopoI: 2; BoNT A protease: 2.1; Anthrax LF inh2: -19; PfHsp40 rescue: -0.2
